Screening data from PubChem BioAssay.
LMNA splice mod: modulators of lamin A splicing; Potency, µM (titrated, usually from 46.1 µM), inactives show at the top dose ratio change, negative = inhibition, most hits filed as inhibitors; AID 1487; actives 0.01% (n = 200,000); HeLa LMNA splicing GFP/RFP minigene ratio, 48 h; active means well fitted inhibition curve with a large enough effect in the signal ratio, with a control signal flat, not every such curve was filed as active; inconclusive means small, poorly fitted or top-dose-only effect, or effect the other way, or a change in a side signal; the % refers to the signal ratio; further: on the % scale 0 is the no-effect control and ±100 the full control effect
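S3 HeLa cells stably expressing lamin A-EGFP splicing minigene plus DsRed2, 600 cells/well, 48 h compound exposure at 37C. Laser-scanning cytometry; analysed as GFP (500-530 nm)/RFP (575-640 nm) total intensity ratio; 0.5% DMSO vehicle.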
ALDH1A1 block: inhibitors of human aldehyde dehydrogenase 1A1. P00352. Purified ALDH1A1, NADH fluorescence, propionaldehyde substrate. Potency, µM (top dose mostly 75.3 µM), for inactives: at the top dose activity, negative = inhibition, most hits filed as inhibitors. actives 7.3% (n = 220,000); active means well fitted inhibition curve with a large enough effect, not every such curve was filed as active; inconclusive means small, poorly fitted or top-dose-only effect, or another doubt; inactive means no such curve, though single readings can be large or run the other way;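 further: plate controls were no enzyme wells and a reference inhibitor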
GoLoco inh red: blocks human Gai1 binding to RGS12 GoLoco peptide, red readout | actives 0.44% (n = 230,000) | P63096 | Gai1:RGS12 GoLoco peptide FP, rhodamine, 10 min | AID 880 | Potency, µM (series often up to 61.6 µM), without a hit: at the top dose activity, negative = inhibition, usual class: inhibitors; active means well fitted inhibition curve with a large enough effect, not every such curve was filed as active; inactive means no such curve, though single readings can be large or run the other way; further: on the % scale 0 is the no-effect control and ±100 the full control effect; nearly all actives have a fitted effect of over 30% in size; many of its hits are not listed in these tables
KDM4E inh: inhibitors of human JMJD2E histone demethylase. B2RXH2. Potency, µM (titrated, usually from 57.1 µM), inactives show at the highest dose activity change, negative = inhibition, actives largely listed as inhibitors. actives 1.6% (n = 230,000). JMJD2E catalytic domain, FDH-coupled NADH fluorescence (FDH is formaldehyde dehydrogenase). AID 2147; active means well fitted inhibition curve with a large enough effect, not every such curve was filed as active; inconclusive means small, poorly fitted or top-dose-only effect, or another doubt; inactive means no such curve, though single readings can be large or run the other way;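 further: 0% = wells with enzyme and -100% = buffer wells without enzyme; nearly all actives have a fitted effect of over 50% in size; many of its hits are not listed in these tables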
Target sequence (B2RXH2 1-337 limits assumed): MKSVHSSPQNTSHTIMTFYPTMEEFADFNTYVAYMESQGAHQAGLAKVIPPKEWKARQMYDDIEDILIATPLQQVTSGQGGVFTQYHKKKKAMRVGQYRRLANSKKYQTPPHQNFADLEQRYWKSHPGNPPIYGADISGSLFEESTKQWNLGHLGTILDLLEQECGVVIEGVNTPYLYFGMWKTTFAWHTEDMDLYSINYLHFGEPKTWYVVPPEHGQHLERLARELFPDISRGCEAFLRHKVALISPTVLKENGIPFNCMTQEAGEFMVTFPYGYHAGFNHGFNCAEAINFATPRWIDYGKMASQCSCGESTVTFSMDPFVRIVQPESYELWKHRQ
TRb SRC2 PPI: TRbeta-SRC2 interaction inhibition; Potency, µM (top dose mostly 106 µM), for the others: top-dose activity change, negative = inhibition, most hits filed as inhibitors; P10828; TRbeta-SRC2 peptide binding, fluorescence polarization; receptor liganded with 1 µM T3; AID 1469; actives 0.065% (n = 280,000);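 further: plate controls were bound peptide for no effect and peptide without receptor for full effect; nearly all actives have a fitted effect of over 50% in size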
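Fluorescence polarization of 20 nM Texas Red SRC2 peptide (20-aa NR interaction domain) bound to 0.6 uM human TRb ligand-binding domain, with 1 uM T3, after 5 hr at ambient temperature; inhibition seen as decreased polarization.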
TR SRC2 fluor cs: counter-screen for TRb-SRC2 inhibitors: fluorescence interference. TRb/SRC2 Texas Red total fluorescence interference. Potency, µM (highest dose often 106 µM), for inactives: at the highest dose fluorescence change, negative = quenching. actives 0.29% (n = 280,000); active means well fitted curve in either direction with a large enough effect; inconclusive means small, poorly fitted or top-dose-only effect; further: on the % scale 0 is the no-effect control and ±100 the full control effect
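Human TRβ ligand-binding domain (0.6 uM) and Texas Red SRC2 peptide (20 nM) in Tris buffer with 1 uM T3 and 5% DMSO were incubated with pinned compound for 5 hr at ambient temperature. Total fluorescence was computed as S + 2P (555/632 nm).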
SMN2 splice enh: SMN2 splice variant enhancement | HEK293 SMN2-luciferase splicing reporter, luminescence, 30-36 h | Potency, µM (top dose mostly 46.1 µM), without a hit: at the highest dose activity change, positive = activation, hits mostly activators | actives 2.8% (n = 210,000) | AID 1458; further: % of control where 0% means no effect; nearly all actives have a fitted effect of over 55% in size
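qHTS luciferase splicing reporter: luminescence rises when SMN2 exon 7 is included in transfected HEK293 cells. Compound exposure lasted 30-36 h at 37C, with 4.5 mM final sodium butyrate as control, followed by a ONE-Glo read.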
RECQ1 inh: blocks DNA unwinding by human RECQ1; actives 0.54% (n = 240,000); AID 2549; RECQ1 DNA unwinding, red fluorescence kinetic read; Potency, µM (doses to about 57.3 µM), inactives show top-dose activity, negative = inhibition, most hits filed as inhibitors;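 further: plate controls were vehicle for no effect and no enzyme for full effect; nearly all actives have a fitted effect of over 30% in size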
Target sequence (P46063 whole entry, looked up): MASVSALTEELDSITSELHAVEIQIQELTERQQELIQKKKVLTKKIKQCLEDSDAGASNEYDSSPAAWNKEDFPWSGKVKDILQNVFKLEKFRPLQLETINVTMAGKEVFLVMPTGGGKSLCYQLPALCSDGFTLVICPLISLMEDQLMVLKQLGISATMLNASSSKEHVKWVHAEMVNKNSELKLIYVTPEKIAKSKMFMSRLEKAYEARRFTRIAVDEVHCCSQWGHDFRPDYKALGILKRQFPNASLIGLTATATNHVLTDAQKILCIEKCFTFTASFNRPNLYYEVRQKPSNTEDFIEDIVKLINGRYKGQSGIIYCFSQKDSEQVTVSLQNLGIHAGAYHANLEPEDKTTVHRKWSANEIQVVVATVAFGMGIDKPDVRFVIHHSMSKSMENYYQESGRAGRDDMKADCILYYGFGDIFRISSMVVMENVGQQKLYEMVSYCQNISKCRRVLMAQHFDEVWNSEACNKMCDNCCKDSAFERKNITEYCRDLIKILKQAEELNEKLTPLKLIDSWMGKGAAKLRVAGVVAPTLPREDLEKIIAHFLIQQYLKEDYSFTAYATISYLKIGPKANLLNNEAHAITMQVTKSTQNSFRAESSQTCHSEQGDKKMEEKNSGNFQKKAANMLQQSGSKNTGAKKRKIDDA
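RECQ1T1 50 nM; forked duplex (20 bp + 30-nt ss tails) 200 nM, ATP 2 mM final; pH 8.0, 2 mM MgCl2, 2.5 ug/ml poly(dI-dC); 15 min compound preincubation; discontinuous kinetic read over 2 h at RT.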
* = called active by the depositor; [ ] = dose if it differs, or a comment. Unless noted, the call rests on the fitted dose curve; in most records, active means well fitted curve in the direction sought with a large enough effect; inconclusive means small, poorly fitted or top-dose-only effect, or another doubt; inactive means no such curve, though single readings can be large; an effect the other way counts as inactive or inconclusive. Potency means the concentration at half of the fitted maximal effect. Only part of the results is shown; count on the stated rates, not on these rows.

For COC(=O)c1[nH]c2ccc(F)cc2c1NS(=O)(=O)c1ccc(F)c(C)c1 the results were LMNA splice mod inconclusive, ALDH1A1 block 5%, GoLoco inh red -12%, KDM4E inh 4%, TRb SRC2 PPI -6%, TR SRC2 fluor cs -8%, SMN2 splice enh 9% and RECQ1 inh -2%.
Screening COc1cc(C)nc(Oc2ccc(/C=N/O)cc2)n1 returned LMNA splice mod -1%, ALDH1A1 block 7%, GoLoco inh red 5%, KDM4E inh 14%, TRb SRC2 PPI 0%, TR SRC2 fluor cs -3%, SMN2 splice enh 0% and RECQ1 inh inactive.
Screening O=C(O)c1ccc2c(c1)C(=O)N(c1ccc(Cl)cn1)C2=O returned LMNA splice mod -4%, ALDH1A1 block 10%, GoLoco inh red 3%, KDM4E inh 3%, TRb SRC2 PPI 0%, TR SRC2 fluor cs 1%, SMN2 splice enh 1% and RECQ1 inh inactive.
`COc1cc(CC(=O)OCC(=O)Nc2cc([N+](=O)[O-])ccc2F)cc(OC)c1OC` gave LMNA splice mod -9%, ALDH1A1 block inconclusive, GoLoco inh red -16%, KDM4E inh 3%, TRb SRC2 PPI -26%[53 µM], TR SRC2 fluor cs 1000µM*[quencher], SMN2 splice enh 12% and RECQ1 inh -5%.
CC(C)C(=O)NNS(=O)(=O)c1ccccc1[N+](=O)[O-] was read as LMNA splice mod 1%, ALDH1A1 block 3%, GoLoco inh red -4%, KDM4E inh 9%, TRb SRC2 PPI 8%, TR SRC2 fluor cs -1%, SMN2 splice enh -12%[1.84 µM] and RECQ1 inh -8%.
NC[C@@H]1O[C@H](c2ccccc2)Cc2c1ccc(O)c2O was read as ALDH1A1 block 8%, GoLoco inh red 0%, KDM4E inh 16µM*, TRb SRC2 PPI -9%, TR SRC2 fluor cs -1% and RECQ1 inh -12%.
CCCn1c(-c2cccnc2Cl)nc2cc(Cl)c(Cl)cc21 was read as LMNA splice mod inconclusive, ALDH1A1 block 8%, GoLoco inh red 15%, KDM4E inh inconclusive, TRb SRC2 PPI 13%, TR SRC2 fluor cs 1%, SMN2 splice enh -13% and RECQ1 inh -1%.
For NC(=O)C1CCN(C(=O)c2ccc(-c3ccccc3)cc2)CC1 the results were LMNA splice mod -1%, ALDH1A1 block -5%, GoLoco inh red 5%, KDM4E inh 11%, TRb SRC2 PPI 2%, TR SRC2 fluor cs -3%, SMN2 splice enh inconclusive and RECQ1 inh inactive.
`CC(CN1CCCCC1)OC(=O)CCc1ccccc1` (stereo not given) gave ALDH1A1 block 2%, GoLoco inh red 19%, KDM4E inh 8%, TRb SRC2 PPI 2%, TR SRC2 fluor cs -2%, SMN2 splice enh 1% and RECQ1 inh inactive.
`CN(C)C=NCCn1c(N2CCOCC2)nc2c1c(=O)n(C)c(=O)n2C` gave LMNA splice mod inconclusive, ALDH1A1 block 0%, GoLoco inh red 0%, KDM4E inh -2%, TRb SRC2 PPI 1%, TR SRC2 fluor cs -2%, SMN2 splice enh -4% and RECQ1 inh 0%.
CCn1c(CSCc2ccc(C)cc2)nnc1SCC(=O)N1CCN(c2ccccc2)CC1 was read as LMNA splice mod inconclusive, ALDH1A1 block inconclusive, GoLoco inh red 17%, KDM4E inh -1%, TRb SRC2 PPI -14%, TR SRC2 fluor cs -4%, SMN2 splice enh -53%[inhibitor] and RECQ1 inh -4%.
`N/C(=N\OC(=O)Cc1ccc(-c2ccccc2)cc1)c1ccncc1` gave LMNA splice mod -25%[46 µM], ALDH1A1 block -11%, GoLoco inh red 14%, KDM4E inh -26%, TRb SRC2 PPI 4%, TR SRC2 fluor cs -1%, SMN2 splice enh 10% and RECQ1 inh inactive.
`Cc1cccc(N2CCN(C(=O)COc3cc(=O)n(C)c4ccccc34)CC2)c1C` gave LMNA splice mod 8%[0.0737 µM], ALDH1A1 block inconclusive, GoLoco inh red 3%, KDM4E inh 0%, TRb SRC2 PPI 0%, TR SRC2 fluor cs 1%, SMN2 splice enh -14% and RECQ1 inh -11%.
CCN(CC)CCN(Cc1cc2ccc(C)cc2[nH]c1=O)C(=S)Nc1ccccc1C(=O)OC was read as ALDH1A1 block -3%, GoLoco inh red 2%, KDM4E inh 5%, TRb SRC2 PPI -7%, TR SRC2 fluor cs -11% and RECQ1 inh -3%.
For COc1ccc2nc3c(cc2c1)Cc1ccccc1-3 the results were ALDH1A1 block inconclusive, GoLoco inh red 6%, KDM4E inh inconclusive, TRb SRC2 PPI 5%, TR SRC2 fluor cs -4%, SMN2 splice enh 0.5µM* and RECQ1 inh inactive.
Screening COC(=O)/C(=C1/Oc2ccc(C(C)(C)C)cc2S1)C(F)(F)F returned LMNA splice mod -14%, ALDH1A1 block 13%, GoLoco inh red 3%, KDM4E inh 4%, TRb SRC2 PPI 0%, TR SRC2 fluor cs -2%, SMN2 splice enh -16% and RECQ1 inh -10%.
`Cc1ccc(NC(=O)CCNC(=O)c2ccc(Cl)cc2)cc1F` gave LMNA splice mod -6%, ALDH1A1 block 3%, GoLoco inh red 11%, KDM4E inh 3%, TRb SRC2 PPI 3%[53 µM], TR SRC2 fluor cs -1%[53 µM], SMN2 splice enh 13% and RECQ1 inh 2%.
CCc1nc(NCc2cccnc2)c2oc3ccccc3c2n1 was read as LMNA splice mod inconclusive, ALDH1A1 block inconclusive, GoLoco inh red 6%, KDM4E inh -23%, TRb SRC2 PPI -15%, TR SRC2 fluor cs 0%, SMN2 splice enh -42%[inhibitor] and RECQ1 inh 5%.
CC12CCC(C(=O)Nc3ccccc3)(C(Br)C1=O)C2(C)C (stereo not given) was read as LMNA splice mod 3%, ALDH1A1 block -3%, GoLoco inh red -10%, KDM4E inh 6%, TRb SRC2 PPI 2%, TR SRC2 fluor cs 1%, SMN2 splice enh -2% and RECQ1 inh inactive.
For Cc1ccc(C(=O)Nc2cccc(C(F)(F)F)c2)cc1NC(=O)c1nccnc1N the results were GoLoco inh red -8%, KDM4E inh inconclusive, TRb SRC2 PPI -2%, TR SRC2 fluor cs -1% and RECQ1 inh -12%.
CC1(C)CC(=O)C=C(Nc2ccc(F)cc2)C1 was read as LMNA splice mod -11%, ALDH1A1 block inconclusive, GoLoco inh red 6%, KDM4E inh -20%, TRb SRC2 PPI -12%, TR SRC2 fluor cs 2%, SMN2 splice enh -17% and RECQ1 inh -11%.
Screening COc1ccc(C2NC(C(=O)O)CS2)cc1COCC(F)(F)F (stereo not given) returned LMNA splice mod -1%, ALDH1A1 block 1%, GoLoco inh red -2%, KDM4E inh 1%, TRb SRC2 PPI 6%, TR SRC2 fluor cs 0%, SMN2 splice enh -4% and RECQ1 inh -2%.
COc1ccc(SC[C@H](CC(C)C)N2CCN(CCc3ccccc3)CCC2=O)cc1 was read as GoLoco inh red 7%, KDM4E inh 7%, TRb SRC2 PPI -8%, TR SRC2 fluor cs -1% and RECQ1 inh -9%.
`CC(=O)NC1(c2ccccc2)CCN(CC(=O)N2CCC(C)CC2)CC1` gave LMNA splice mod 13%[46 µM], ALDH1A1 block -7%, GoLoco inh red 0%, KDM4E inh -5%, TRb SRC2 PPI 0%, TR SRC2 fluor cs -2% and RECQ1 inh 2%.
For O=C(CN1C(=O)/C(=C\c2ccccc2F)SC1=S)Nc1nc2ccccc2s1 the results were LMNA splice mod 2%, ALDH1A1 block -12%, GoLoco inh red 32%[activator], KDM4E inh 2%, TRb SRC2 PPI -2%, TR SRC2 fluor cs -1%, SMN2 splice enh -10% and RECQ1 inh -18%.
For Cc1nnc(NC(=O)CSc2ccc(-c3ccco3)nn2)s1 the results were ALDH1A1 block 7.1µM*, GoLoco inh red 5%, KDM4E inh inconclusive, TRb SRC2 PPI 2%, TR SRC2 fluor cs -8%, SMN2 splice enh 3% and RECQ1 inh inconclusive.
O=C(CSc1nc2c(c(=O)n1-c1ccc(Cl)cc1)SCC2)N1CCOCC1 was read as LMNA splice mod -3%, ALDH1A1 block 0%, GoLoco inh red 7%, KDM4E inh -2%, TRb SRC2 PPI -4%, TR SRC2 fluor cs -3%, SMN2 splice enh -7% and RECQ1 inh inactive.
For CCC(C)(C)NC(=O)c1cc(OC)c(OC)cc1[N+](=O)[O-] the results were LMNA splice mod 4%[0.0737 µM], ALDH1A1 block -1%, GoLoco inh red -10%, KDM4E inh -3%, TRb SRC2 PPI -8%, TR SRC2 fluor cs 2%, SMN2 splice enh 4% and RECQ1 inh inactive.
For O=C1C2CCC(C(O)C2)N1Cc1ccccc1 (stereo not given) the results were LMNA splice mod 8%, ALDH1A1 block -2%, GoLoco inh red 2%, KDM4E inh -3%, TRb SRC2 PPI 6%, TR SRC2 fluor cs -2%, SMN2 splice enh -1% and RECQ1 inh -9%.
`O=C1NCCN(Cc2ccoc2)C1CC(=O)N(CCO)Cc1ccccc1` (stereo not given) gave LMNA splice mod 11%[46 µM], ALDH1A1 block 4%, GoLoco inh red 15%, KDM4E inh 4%, TRb SRC2 PPI -3%, TR SRC2 fluor cs 1% and RECQ1 inh inactive.
For O=[N+]([O-])c1cccc(Nc2nc(Cl)nc(Cl)n2)c1 the results were LMNA splice mod 8%[46 µM], ALDH1A1 block -2%, GoLoco inh red 11%, KDM4E inh -13%, TRb SRC2 PPI -12%, TR SRC2 fluor cs 0%, SMN2 splice enh -4% and RECQ1 inh -10%.
Screening O=C(NCCCN1CCc2ccccc2C1)Nc1ccc(Cl)cc1 returned LMNA splice mod 12%, ALDH1A1 block 0%, GoLoco inh red -7%, KDM4E inh -1%, TRb SRC2 PPI 0%, TR SRC2 fluor cs -1%, SMN2 splice enh 3% and RECQ1 inh -10%.
Screening N#Cc1cc2c(=O)n3ccccc3nc2n(CCCn2ccnc2)c1=N returned LMNA splice mod inconclusive, ALDH1A1 block inconclusive, GoLoco inh red 5%, KDM4E inh inconclusive, TRb SRC2 PPI -8%, TR SRC2 fluor cs -3%, SMN2 splice enh 1% and RECQ1 inh 10%.
